DT40 TDP1 CPT: qHTS for Inhibitors of human tyrosyl-DNA phosphodiesterase 1 (TDP1): qHTS in cells in presence of CPT; 420,000 compounds, 12% hits; Potency, µM (doses to about 46.2 µM), for inactives: at the top dose activity change, negative = growth inhibition, usual class: inhibitors; chicken DT40 Tdp1-/-;hTDP1 cells + 20 nM CPT, ATP luminescence, 48 h; also: nearly all actives have a fitted effect of over 55% in size
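Chicken DT40 Tdp1-/- cells stably complemented with human TDP1 were seeded at 400 cells/well in medium containing 20 nM camptothecin, exposed to pin-transferred compounds, and grown at 37 °C for at least 48 hr. Viability was read as ATP luminescence.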
TDP1 cell noCPT: qHTS for Inhibitors of human tyrosyl-DNA phosphodiesterase 1 (TDP1): qHTS in cells in absence of CPT. DT40 Tdp1-/- hTDP1 cells, no CPT, ATP luminescence, 48 h. Potency, µM (doses to about 46.2 µM), for the others: at the top dose activity change, negative = growth inhibition, actives largely listed as inhibitors. 420,000 compounds, 15% hits. AID 686978, 2013; also: nearly all actives have a fitted effect of over 55% in size
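A cellular qHTS used chicken DT40 cells lacking endogenous Tdp1 but carrying stably transfected human TDP1. Compounds were applied without camptothecin, and cell growth kinetics were judged by ATP-dependent luminescence after ≥48 hr.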
TDP1 inh: qHTS Assay for Inhibitors of Tyrosyl-DNA Phosphodiesterase (TDP1); recombinant TDP1, AlphaScreen DNA substrate cleavage; Potency, µM (top dose mostly 130 µM), without a hit: at the top dose activity change, negative = inhibition, usual class: inhibitors; 350,000 compounds, 0.28% hits; AID 485290, 2010; also: nearly all actives have a fitted effect of over 40% in size
Target sequence (Q9NUW8 whole entry, looked up): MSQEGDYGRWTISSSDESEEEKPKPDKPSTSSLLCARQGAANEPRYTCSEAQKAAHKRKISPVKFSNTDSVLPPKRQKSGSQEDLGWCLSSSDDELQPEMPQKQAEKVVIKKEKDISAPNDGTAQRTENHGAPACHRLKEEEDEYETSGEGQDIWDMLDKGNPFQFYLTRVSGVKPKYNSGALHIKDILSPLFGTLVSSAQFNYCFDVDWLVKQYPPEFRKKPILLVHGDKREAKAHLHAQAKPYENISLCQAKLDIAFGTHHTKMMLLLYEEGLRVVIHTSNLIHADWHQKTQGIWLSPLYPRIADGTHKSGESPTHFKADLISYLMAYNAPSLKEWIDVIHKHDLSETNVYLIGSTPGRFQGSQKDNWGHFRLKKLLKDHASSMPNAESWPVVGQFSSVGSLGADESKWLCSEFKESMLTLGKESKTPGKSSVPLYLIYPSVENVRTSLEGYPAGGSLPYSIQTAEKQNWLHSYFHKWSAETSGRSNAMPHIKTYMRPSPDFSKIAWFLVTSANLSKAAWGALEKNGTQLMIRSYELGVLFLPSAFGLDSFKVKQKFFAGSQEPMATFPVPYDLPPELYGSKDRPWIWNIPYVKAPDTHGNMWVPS
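Recombinant E. coli-expressed Tdp1 (1 nM) preincubated with compound 15 min at RT, then 5'-biotin/3'-phosphotyrosine-FITC DNA substrate (15 nM) added for 5 min. AlphaScreen beads (10 ug/ml) added, 10 min RT; tyrosine-FITC cleavage read as signal loss.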
An asterisk follows results filed as active; ? = inconclusive; nt = no result given; & = joins results of further samples; [ ] = another dose, or the depositor's remark. Calls follow the shape of the dose curve; as a rule, active = well fitted curve in the direction sought with a large enough effect; inconclusive = small, poorly fitted or top-dose-only effect, or another doubt; inactive = no such curve, though single readings can be large; an effect the other way counts as inactive or inconclusive. % is scaled to controls: 0 for no effect and ±100 for the full control effect; potency is read from the fitted curve at half-maximal effect.

canonical_smiles,DT40 TDP1 CPT,TDP1 cell noCPT,TDP1 inh
COc1ccc(/C(O)=C2\C(=O)C(=O)N(c3cc(C)on3)C2c2cccc(OC)c2OC)cc1C (stereo not given),1%,2%,-2%
COc1ccc2nc(-n3c(C)ccc3C)sc2c1,-27%,-29%,9%
CC1CCCCN1C(=O)COC(=O)c1n[nH]c2ccccc12 (stereo not given),-7%,10%,4%
CC(C)N(C)Cc1cn(C)nc1-c1ccc(Oc2ccccc2)cc1,-24%,-24%,nt
Cc1ccc(-c2nc(S(=O)(=O)c3ccc(C)cc3)c(N3CCOCC3)o2)cc1,-1%,-24%,nt
CCOc1ccc(Br)cc1C(=O)N/N=C/c1ccccn1,?,?,nt
CCOP1(=O)C=C(Sc2ccc([N+](=O)[O-])cc2[N+](=O)[O-])C(C)(C)O1 (stereo not given),5%,-11%,nt
O=C(CCCOc1ccc(Cl)cc1Cl)Nc1cccnc1,?,?,-1%
CNCCOc1ccccc1-c1ccccc1,-28%,?,-6%
C=C(C1=CCN(S(=O)(=O)C(C)(C)C)[C@@H]1CCO)c1ccccc1,?,?,nt
COc1cccc(CC(=O)NNC(=O)c2ccc3c(c2)OCO3)c1,3%,1%,3%
Cc1ccc2occ(CC(=O)N(Cc3ccc(Cl)cc3)C3CCS(=O)(=O)C3)c2c1 (stereo not given),?,?,5%

A second format for two compounds above:
Structure: CC(C)N(C)Cc1cn(C)nc1-c1ccc(Oc2ccccc2)cc1
  DT40 TDP1 CPT = -24%	TDP1 cell noCPT = -24%	TDP1 inh = nt
Structure: COc1ccc(/C(O)=C2\C(=O)C(=O)N(c3cc(C)on3)C2c2cccc(OC)c2OC)cc1C (stereo not given)
  DT40 TDP1 CPT = 1%	TDP1 cell noCPT = 2%	TDP1 inh = -2%

The results go on:
canonical_smiles,DT40 TDP1 CPT,TDP1 cell noCPT,TDP1 inh
O=C(Nc1cccc(-n2cnnn2)c1)c1ccoc1COc1ccc(Cl)cc1,?,?,2%
Cn1c(=O)[nH]c(=O)c2c1nc(Sc1ccccc1)n2CCc1ccccc1,-19%,-23%,4%
CCN(CC)S(=O)(=O)c1ccc(C(=O)Nc2nnc(C(C)C)s2)cc1,-7%,-8%,5%
COc1ccc(C(=O)Oc2c(OC)cc(C(=S)N3CCOCC3)cc2OC)cc1OC,-24%,-36%,nt
Cc1ccc(OCC(=O)N2CCN(C(=O)CCC3CCCC3)CC2)cc1,?,?,3%
CC(=O)NS(=O)(=O)c1ccc(N=c2ssc3c2-c2cc(C)ccc2NC3(C)C)cc1,-25%,?,8%
O=C(O)Cn1cnc2scc(-c3cccs3)c2c1=O,2%,0%,nt
COc1ccc(CCC(=O)NCc2ccccc2OC)cc1,-14%,5%,nt
Cc1ccccc1-c1nc(-c2ccc(NC(=O)c3ccc4c(c3)OCO4)cc2)no1,?,?,-4%
CC(C)(C)/C(O)=C/c1nc2ccccc2oc1=O,-11%,?,6%
Cc1ccsc1C(=O)NCCc1ccco1,-2%,-9%,-11%
COc1ccc(NC(=S)N2CCC(C(=O)c3ccc(OC)cc3)CC2)cc1,?,16µM*,5%
Cc1ccc(CNC(=O)c2ccc(F)c(S(=O)(=O)N3CCOCC3)c2)cc1,-6%,-5%,5%
O=C(OCc1nc2ccc(Cl)cc2n1CCO)c1ccc(O)cc1,?,?,7%
CN[C@H]1CCc2cc(OC)c(OC)c(OC)c2-c2ccc(N(C)CC(OC)OC)c(=O)cc21,7.3µM*,6.5µM*,nt
COC(=O)CNC(=O)COC(=O)/C=C/c1cccs1,3%,-9%,4%
CCOC(=O)c1cc(-c2ccc(/C=C3/C(=O)N(c4ccc(C(=O)O)cc4)N=C3C)o2)ccc1Cl,?,15µM*,nt
COc1ccc(Cc2nnc(NC(=O)CSc3ccc(C)cc3)s2)cc1OC,-4%,-12%,4%
COc1cc(CCN(C(=O)c2cc3ccccc3[nH]2)C(C)c2nc3ccccc3[nH]2)cc(OC)c1 (stereo not given),?,?,nt
O=C(CSc1nc(O)c(Cc2ccccc2)c(=O)n1-c1ccccc1)N1CCOCC1,2%,?,4%
O=C(COc1ccccc1)NCC(=O)N/N=C/c1cccs1,-25%,0%,3%
CC(=O)c1cccc(NC(=O)C(C)OC(=O)CCCN=C2NS(=O)(=O)c3ccccc32)c1 (stereo not given),-14%,-5%,0%
O=C(CNc1ccccc1OC(F)F)N1CCc2ccccc21,1%,-14%,2%
COc1ccccc1C(=O)N/C(=C\c1cn(S(=O)(=O)N(C)C)c2ccccc12)C(=O)NCCCn1ccnc1,?,?,3%
Cc1ccc(-n2c(N)cc(=O)nc2SCC(=O)N2CCN(c3ccccc3)CC2)cc1C,-4%,-1%,6%
CC(=O)Oc1ccc(Oc2ccc(-c3noc(C)n3)cc2)cc1,21µM*,12µM*,5%
COCc1ccc(C(=O)NC2CCCN(Cc3ccccc3F)C2)o1 (stereo not given),-6%,-4%,2%
C[Si](C)(C)n1ccnc1,-1%,-6%,nt
COc1cc(OC)c(OC)cc1CN1CCc2nc(Nc3ccc4c(c3)OCCO4)ncc2C1,16µM*,?,4%
Cc1c(/C=N/n2cnnc2)c2ccccc2n1CCOc1ccc(Cl)cc1,?,?,-3%
CC(=O)N1CCc2cc(S(=O)(=O)NC(C)c3ccccc3)ccc21 (stereo not given),?,?,5%[56.1 µM]
CCC(C)Sc1cc(-c2nc3ccccn3c2NC2CCCCC2)ccc1OC (stereo not given),12µM*,15µM*,0%
Cc1c(/C(Cc2ccccc2)=N/O)c2ccccc2n1C,-21%,?,5%
Cc1ccc(/C(N)=N/OC(=O)c2ccc(F)cc2)cc1,-17%,-2%,3%
O=C1CCC(=O)N(O)CCCCCNC(=O)CCC(=O)N(O)CCCCCNC(=O)CCC(=O)N(O)CCCCCN1,?,?,nt
CC(=O)N1CCC2(CC1)CN(c1cccc(-c3ccccc3)c1)C2,-26%,?,nt
COCc1cc(Sc2ccc(Cl)cc2)nc(C)n1,?,-9%,-3%
O=C(NCCCc1nc2ccccc2n1Cc1ccc(Cl)cc1Cl)c1ccco1,23µM*,?,2%
O=[N+]([O-])c1ccc(CN2CCN(c3ccccc3)CC2)o1,-26%,-13%,nt
COc1ccc(N2CCN(CC(=O)Nc3ccc(-n4cnnn4)cc3)CC2)cc1,-26%,-15%,0%[56.1 µM]
CCOc1ccc(NC(=O)N(C2CCCCC2)C(C)c2ccncc2)cc1 (stereo not given),-26%,?,2%
CC(C)C[C@@H](CO)N1CCN(CCc2ccccc2)CCC1=O,?,-5%&-22%,nt
COc1cc(C=C(c2nc3ccccc3s2)c2nc3ccccc3s2)ccc1O,-18%,-28%,7%
CCNC(=O)N1CCOCC1,0%,6.3µM*,2%
COc1cccc(C(=O)N2CCN(Cc3nc(-c4ccoc4)oc3C)CC2)c1,-12%,-3%,nt
CC12CCC(C(=O)Nc3ccccc3)(C/C1=N\O)C2(C)C (stereo not given),-2%,-1%,3%
CC(=O)NC(c1ccccc1)c1nc(-c2ccc(S(C)(=O)=O)cc2)cs1 (stereo not given),5%,-6%,nt
O=[N+]([O-])c1ccc(NC2CCCC2)cc1,-27%,-14%,2%
Cc1ccc(CN2CCN(Cc3nc(C(C)C)cs3)CC2CCO)cc1 (stereo not given),?,12µM*,3%
O=C(O)c1cccc2c1C(=O)c1ccc(-c3ccc(F)cc3F)cc1S2(=O)=O,3%,-3%,4%
Cc1c(NC(=O)COc2c(F)c(F)c(F)c(F)c2F)c(=O)n(-c2ccccc2)n1C,-7%,-11%,11%
N#C/C(=C\c1ccccc1)c1nc(-c2cc3cc(Br)ccc3oc2=O)cs1,0%,-11%,-1%[12.3 µM]
Cc1ccnn1-c1ccc(C(=O)NCc2ccccc2CN2CCOCC2)cc1,21µM*,18µM*,1%
Cc1cc(NC(=O)COC(=O)COc2ccc3c4c(c(=O)oc3c2)CCC4)no1,6%,-15%,-1%
CC(C)(C)c1ccc(C(=S)N2CCN(c3ccccc3)CC2)cc1,-6%,-29%,5%
NC(=O)C1CCN(CCS(=O)(=O)c2ccc(Cl)cc2)CC1,-12%,?,6%
COc1ccccc1NC(=O)C1=C(C)Nc2nc(SCc3cc(C)ccc3C)nn2C1c1ccccc1 (stereo not given),12µM*,-79%,0%
CCN1CC=C2C(C1)C(c1ccc(Cl)s1)C(C#N)=C(N)C2(C#N)C#N (stereo not given),16µM*,?,6%
CC(C)(C)C1CCC(=O)N(CCSc2ccccc2)CC1 (stereo not given),?,?,nt
O=C1C(c2c(O)[nH]c3ccccc23)=Nc2ccccc21,-6%,1%,10%&11%&-2%&3%

At a glance, five of the compounds above:
canonical_smiles,DT40 TDP1 CPT,TDP1 cell noCPT,TDP1 inh
CC(C)C[C@@H](CO)N1CCN(CCc2ccccc2)CCC1=O,?,-5%&-22%,nt
COc1cc(C=C(c2nc3ccccc3s2)c2nc3ccccc3s2)ccc1O,-18%,-28%,7%
CCNC(=O)N1CCOCC1,0%,6.3µM*,2%
COc1cccc(C(=O)N2CCN(Cc3nc(-c4ccoc4)oc3C)CC2)c1,-12%,-3%,nt
CC12CCC(C(=O)Nc3ccccc3)(C/C1=N\O)C2(C)C (stereo not given),-2%,-1%,3%

Further structures
molecule	DT40 TDP1 CPT	TDP1 cell noCPT	TDP1 inh
NC(=O)CN1C(=O)NC2(CCCc3ccccc32)C1=O (stereo not given)	-15%	11%	4%
Cc1cccc(CNC(=O)c2ccc(N3Cc4ccccc4Oc4ncccc43)s2)c1	?	-83%	-3%
Cc1cc(C)n2nc(SCC(=O)N(C)C3CCCCC3)nc2n1	-10%	-15%	-15%
CC1CN(S(=O)(=O)c2ccc(C(=O)N3c4ccccc4CC3C)cc2)CC(C)O1 (stereo not given)	?	-15%	-1%
O=C(/C=C/c1ccco1)Nc1cccc(S(=O)(=O)N2CCOCC2)c1	-9%	-13%	3%
Nn1c(SCC(=O)Nc2ccc(OC(F)F)cc2)nnc1-c1ccco1	3%	-2%	0%[0.505 µM]
CCOc1ccc(NC(=O)CCC(=O)NNC(=O)COc2ccc(C)cc2)cc1	-8%	-2%	5%
COc1ccc(C2(C(=O)Nc3ccccc3)CCOCC2)cc1	-4%	-18%	3%
CC(C)N(C)C(=O)CCc1nnc(CCc2c[nH]c3ccccc23)o1	-6%	-7%	-3%
COc1ccc(C2CC(c3ccccc3)=NN2C(=O)CN2N=NC3C(=O)N(c4cccc(F)c4)C(=O)C32)cc1 (stereo not given)	-26%	?	9%
COc1ccc(C(=O)N2CCN=C2SC)cc1OC	5%	4%	3%
CCOC(=O)c1c(-c2ccc(N(C)C)cc2)oc2c1C(OC)CC2 (stereo not given)	?	?	nt
CC1C2C(C)N(C)C(=O)N(C)C2N(C)C(=O)N1C (stereo not given)	-7%	-2%	2%
O=C(N/N=C/c1ccoc1)c1cccc(OC(F)(F)C(F)F)c1	-12%	-24%	nt
CCOC(=O)c1cccc(NC(=O)Nc2ccc3c(c2)N(C)C(=O)c2ccccc2S3)c1	21µM*	?	9%
O=C(COc1ccc(Cl)cc1)N/N=C/CCc1ccccc1	3%	-10%	-7%
COc1cccc(-c2nc3ccccc3c(=O)o2)c1	?	?	-2%
Cc1cc(Cl)ccc1OCC(=O)NNC(=O)C1CCCO1 (stereo not given)	2%	-2%	2%
CC(C)(C)c1nnc(NS(=O)(=O)c2ccc(F)cc2)s1	-29%	?	nt
Cc1ccc(SCCOCCN2CCc3ccccc3C2)cc1	?	16µM*	nt
C=C(C)Cn1c(Sc2nc3ccccc3[nH]2)nc2c1c(=O)[nH]c(=O)n2C	-22%	-5%	4%
O=C(c1ccncc1)N1CCN(C(=O)c2cccc3ccccc23)CC1	-8%	-15%	-2%
C=CCn1c(SCC(=O)Nc2ncc(Cc3cc(Cl)ccc3Cl)s2)nnc1-c1ccncc1	-7%	-2%	-1%
Cc1ccc(S(=O)(=O)N2CCCN(c3nc(-c4cccs4)nc4ccccc34)CC2)cc1	13µM*	?	nt
Cc1cccc(C)c1NC(=O)COC(=O)c1ccccc1O	-2%	14%	12%
COc1ccccc1S(=O)(=O)Nc1cccc(S(=O)(=O)N2CCCC2)c1	5%	-5%	-1%
CCc1cccc(C)c1NC(=O)COC(=O)CC1CCCC1	2%	4%	-12%[0.505 µM]
COc1ccc2oc(-c3ccc(C)c(NC(=O)COc4cc(C)cc(C)c4)c3)nc2c1	7.3µM*	5.2µM*	1%
